Screens (PubChem BioAssay)
SKKanGAS inh: SKKanGAS growth inhibition. AID 1662. 300,000 tested, 1.3% active. S. pyogenes SKKanGAS, kanamycin growth, BacTiter-Glo, 6 h. inhibition, % at 7.5 µM;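 active means mean replicate score, as percent of positive control median, at least 50; inconclusive means mean below 50 but one replicate at or above 50; inactive means mean and every replicate below 50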;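 further: strain carries kanamycin resistance gene driven by streptokinase promoter and grows in 40 µg/ml kanamycin; loss of luminescence reflects streptokinase promoter inhibition or plain growth inhibition; 0% = median of DMSO wells and 100% = positive control at its reference dose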
TMEM16A act: activates or potentiates the mouse TMEM16A chloride channel. Q8BHY3. HEK293 TMEM16A/YFP-H148Q/I152L, iodide quench fluorescence; stronger effect = lower value. B-score at 10 µM. 340,000 tested, 0.3% active. AID 623877;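 active means fluorescence-ratio B-score plate-corrected deviation score at least 3 library SD below zero, with starting fluorescence score within 5 deviations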;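 further: channel opened by trigger with iodide after compound preincubation; score built on the fluorescence ratio of max minus min over baseline; more negative score means more quench and so TMEM16A activation or potentiation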
KCNK9 block: human KCNK9 channel inhibition | Q9NPC2 | HEK293 KCNK9, FluxOR thallium flux fluorescence; stronger effect = lower value | B-score at 10 µM | 310,000 tested, 1.2% active | AID 488922;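 active means ratio B-score over 3 SD below the library mean, with starting fluorescence within 5 SD of its mean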;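 further: negative B-score means less thallium flux so channel inhibition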
HDAC3 inh: inhibitors of human histone deacetylase 3; recombinant HDAC3, fluorogenic peptide/trypsin coupled, fluorescence; 320,000 tested, 0.15% active; inhibition, % at 8.3 µM; in the data active means inhibition above about 26%, passing the limit was not always enough; inconclusive means no clear call, values can overlap the other calls
Target sequence (O15379 whole entry, looked up): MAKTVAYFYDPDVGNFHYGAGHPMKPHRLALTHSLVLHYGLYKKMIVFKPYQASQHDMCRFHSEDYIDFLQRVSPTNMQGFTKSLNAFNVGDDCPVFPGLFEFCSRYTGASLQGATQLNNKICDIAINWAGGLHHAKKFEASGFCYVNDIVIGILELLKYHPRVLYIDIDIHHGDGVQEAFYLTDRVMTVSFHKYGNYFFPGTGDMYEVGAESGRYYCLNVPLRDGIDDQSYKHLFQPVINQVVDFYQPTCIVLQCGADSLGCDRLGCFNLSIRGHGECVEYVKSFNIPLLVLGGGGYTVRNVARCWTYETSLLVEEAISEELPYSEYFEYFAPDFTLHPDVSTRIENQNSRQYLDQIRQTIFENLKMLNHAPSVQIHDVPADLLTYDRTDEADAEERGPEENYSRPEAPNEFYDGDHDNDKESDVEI
RGS4 act: RGS4 potentiation or activation | HEK293 M3R/inducible RGS4, carbachol calcium flux Fluo4; stronger effect = lower value | B-score at 10 µM | 310,000 tested, 0.92% active | AID 463111;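 active means B-score of the integrated calcium signal more than 4 SD below the library mean, with starting fluorescence not abnormally high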;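 further: negative B-score means reduced calcium response which marks RGS4 activation or potentiation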
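Test system: HEK293 cells with stable M3R and inducible RGS4; also added: carbachol at ECmax as muscarinic agonist stimulus; schedule: dye loading 30 min 37 °C, buffer rest 30 min RT; technique: kinetic calcium fluorescence imaging with Fluo4-AM dye, 2 µM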
KCNQ1 pot: potentiators or activators of human KCNQ1 potassium channel. P51787. CHO-K1 KCNQ1, thallium flux FluxOR fluorescence; stronger effect = higher value. B-score at 10 µM. 310,000 tested, 0.35% active;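 active means fluorescence ratio B-score, a plate-corrected score, at least three library SD, with initial intensity B-score within 5 SD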
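Assay system: CHO-K1 cells stably expressing KCNQ1. Medium: assay buffer for compound exposure, DMSO matched across wells. Timing: 37 °C overnight plating, 90-min dark dye load, 20-min compound pretreatment. Signal: kinetic FluxOR fluorescence, 10 s baseline plus 110 s post-stimulus.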
KCNQ1 block: human KCNQ1 channel inhibition | CHO-K1 KCNQ1, FluxOR thallium flux fluorescence; stronger effect = higher value | 310,000 tested, 1.3% active | B-score at 10 µM;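 active means compounds whose thallium flux B-score, printed positive for inhibition, exceeds three library SD while starting fluorescence stays within three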;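 further: channel opened by potassium depolarization with thallium stimulus after 20 min compound exposure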
KCNK3 block: human KCNK3 channel inhibition, primary screen. 340,000 tested, 0.84% active. CHO-KCNK3 thallium flux, FluxOR fluorescence; stronger effect = lower value. O14649. B-score at 10 µM;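 active means B-score under library mean minus 4 SD, starting fluorescence ratio at most library mean plus 5 SD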;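 further: more negative B-score means stronger inhibition of thallium flux through KCNK3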
Target sequence (O14649 whole entry, looked up): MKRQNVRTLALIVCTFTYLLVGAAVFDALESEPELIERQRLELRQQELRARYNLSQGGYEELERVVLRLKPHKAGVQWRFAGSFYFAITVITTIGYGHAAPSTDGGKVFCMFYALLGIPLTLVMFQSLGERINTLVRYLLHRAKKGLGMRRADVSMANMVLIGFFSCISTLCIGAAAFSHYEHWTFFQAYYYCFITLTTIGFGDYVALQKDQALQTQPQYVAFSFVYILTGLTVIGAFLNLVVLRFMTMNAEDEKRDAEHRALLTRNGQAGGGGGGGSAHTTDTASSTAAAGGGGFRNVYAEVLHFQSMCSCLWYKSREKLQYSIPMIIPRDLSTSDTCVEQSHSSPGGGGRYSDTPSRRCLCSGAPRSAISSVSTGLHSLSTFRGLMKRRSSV
ANO1 block: mouse TMEM16A channel inhibition, primary screen. AID 588511. Q8BHY3. normalized B-score (activity score, 25-100; higher = stronger inhibition) at 10 µM. HEK293 TMEM16A/YFP iodide influx fluorescence, ionomycin. 310,000 tested, 1.2% active;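 active means ratio plate-corrected score three or more library SD toward inhibition, starting fluorescence score within five deviations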;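 further: score derived from kinetic fluorescence span divided by baseline fluorescence per well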
RGS4 block: inhibitors of human RGS4 | B-score at 10 µM | HEK293 M3R/RGS4 inducible, Fluo-4 calcium flux; stronger effect = higher value; triggered by carbachol at its EC20 | AID 463165 | 310,000 tested, 0.45% active | P49798;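 active means B-score, a plate-corrected calcium signal, over three deviations above library mean, with baseline fluorescence within five deviations of library mean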;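 further: RGS4 expression induced by doxycycline in cells with stable M3 receptor; B-score is computed from the integrated fluorescence ratio over baseline after carbachol; higher B-score means a larger calcium signal and so more RGS4 inhibition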
hERG rescue: compounds protecting human hERG from proarrhythmic drug block; activation (rescue from dofetilide block), less the hit threshold, % at 10 µM; 310,000 tested, 0.51% active; CHO-hERG, FluxOR thallium flux, dofetilide IC70 present; Q12809; AID 1511;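 active means activation above the mean of controls blocked by dofetilide plus 5 SD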;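 further: thallium influx through hERG after potassium depolarization seen as dye fluorescence rise; in these data hits start at about 4.7%; inactives centre near -7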
Numbers without * were called inactive; i = inactive; u = inconclusive; x = not tested or not shown.

structure	SKKanGAS inh	TMEM16A act	KCNK9 block	HDAC3 inh	RGS4 act	KCNQ1 pot	KCNQ1 block	KCNK3 block	ANO1 block	RGS4 block	hERG rescue
Cc1ccc(NC(=O)N[C@H](C(=O)O)C(C)C)c(C)c1	-9	i	i	x	i	i	i	i	i	i	-11
O=C(O)CSCc1nc2ccccc2[nH]1	7	i	i	-1	i	i	i	i	i	i	-6
Cc1cc(C)cc(OCC(=O)OCC(=O)NCCC2=CCCCC2)c1	-2	i	i	-8	i	i	i	i	i	i	-3
CCc1ccc(CN2CCC(Oc3ccc(C(=O)NCc4ccccn4)cc3)CC2)o1	-3	i	i	5	i	i	i	i	i	i	-6
CC(=O)Nc1ccc(NC(=O)C2CCN(S(=O)(=O)c3cccc4nonc34)CC2)cc1	-1	i	i	-4	i	i	i	i	i	i	-8
COc1ccc(OC)c(S(=O)(=O)Oc2ccc(N)c3ccccc23)c1	10	i	i	3	i	i	i	i	i	i	-8
CCn1c(SCC(=O)O)nnc1-c1cccnc1	-6	i	i	5	i	i	i	i	i	i	-3
N#CCS(=O)(=O)c1ccccc1	1	i	i	-1	i	i	i	i	i	i	-7
CC(=O)C1=C(c2ccccc2)OC(N)=C(C#N)C1c1ccccc1C (configuration not stated)	-3	i	i	-1	i	i	i	i	i	i	-8
Cc1ccc(OCC(O)CNS(=O)(=O)c2ccccc2C(=O)N2CCCCC2)cc1 (configuration not stated)	2	i	i	-3	i	i	i	i	i	i	-8
COc1ccccc1C(=O)Nc1cc(C)ccc1NC(=O)c1ccco1	-5	i	i	4	i	i	i	i	i	i	-5
Cc1cc(C)c(C#N)c(SCc2cc3c(cc2Cl)OCO3)n1	26	i	-8.5*	0	i	i	i	i	i	i	-4

The final three compounds of the section above lead into the next:
structure	SKKanGAS inh	TMEM16A act	KCNK9 block	HDAC3 inh	RGS4 act	KCNQ1 pot	KCNQ1 block	KCNK3 block	ANO1 block	RGS4 block	hERG rescue
Cc1ccc(OCC(O)CNS(=O)(=O)c2ccccc2C(=O)N2CCCCC2)cc1 (configuration not stated)	2	i	i	-3	i	i	i	i	i	i	-8
COc1ccccc1C(=O)Nc1cc(C)ccc1NC(=O)c1ccco1	-5	i	i	4	i	i	i	i	i	i	-5
Cc1cc(C)c(C#N)c(SCc2cc3c(cc2Cl)OCO3)n1	26	i	-8.5*	0	i	i	i	i	i	i	-4
CCNC(=O)NC1(C(=O)Nc2ccc3c(c2)CCC3)CCCCC1	-1	i	i	10	i	i	i	i	i	i	-10
CNC(=O)/C(C#N)=C1\SC(Cc2ccc(F)cc2)C(=O)N1c1ccccc1C (configuration not stated)	2	i	i	4	i	i	i	i	i	i	-11
Cc1ccc(C)c(CN2CCSCC2)c1	5	i	i	5	i	i	i	i	i	i	0
Cc1cc(C)cc(NC(=O)c2ccc(CNc3c(N4CCOCC4)c(=O)c3=O)cc2)c1	9	i	i	3	i	i	i	i	i	i	-17
O=C(NCCCc1ccccc1)C1CCN(c2nnc(-n3cccc3)s2)CC1	4	i	i	0	i	i	i	i	i	i	-11
COCCn1c(-c2ccco2)csc1=Nc1cccnc1	4	i	i	3	i	i	i	i	i	i	-10
O=C(C1=C(O)C(=O)N(CCN2CCOCC2)C1c1ccc([N+](=O)[O-])cc1)c1cc2ccccc2o1 (configuration not stated)	10	i	i	7	i	i	i	i	i	i	-4
O=C(CC1SC(=O)N(c2ccccc2)C1=O)Nc1cccc2ccccc12 (configuration not stated)	4	i	i	u	i	i	i	i	i	i	-11
Cc1ccc([N+](=O)[O-])cc1NC(=O)CCSc1ccc(Cl)cc1	-6	i	i	4	i	i	i	i	i	i	-8
O=C(NCc1ccco1)c1ccc(COc2ccc(Cl)cc2)cc1	4	i	i	11	i	i	i	i	i	i	-10
Oc1ccccc1/C=N/N1CCCCC1	0	i	i	4	i	i	i	i	i	i	-10
COC(=O)N/N=C/C1=CCC2CC1C2(C)C (configuration not stated)	-6	i	i	-6	i	i	i	i	i	i	-4
CCCOP(=O)(c1ccc(N(C)C)cc1)C(Nc1ccccc1)c1ccc(C)cc1 (configuration not stated)	20	i	i	3	i	i	i	i	i	i	-14
COc1ccc(N/N=C2/CCCCC2=O)cc1	2	i	i	5	i	i	i	i	i	i	0
CC(C)c1nc(CN2CCCCC2)cc(=O)[nH]1	-13	i	i	-2	i	i	i	i	i	i	-7
O=c1c2c3c(sc2nc2n1N=C(c1cccs1)CS2)CCCC3	-1	i	i	-1	i	i	i	i	i	i	-3
CCN(CC)c1ccc(NC(=O)CSc2ccsc2[N+](=O)[O-])c(C)c1	5	i	i	-4	i	i	i	i	i	i	-4
NC(=S)NC1CCS(=O)(=O)C1 (configuration not stated)	5	i	i	-3	i	i	i	i	i	i	-18
Cc1c(-c2ccncc2)oc2ccc(Br)cc2c1=O	1	x	i	0	i	i	i	x	i	i	-14
O=C(Cn1cnc2ccccc2c1=O)NC1CCCc2ccccc21 (configuration not stated)	-4	i	i	0	i	i	i	i	i	i	-6
CC1=CN2C(=NC(=O)CC2(C)C(=O)N(CC(=O)NC2CCCC2)Cc2ccccc2)C=C1 (configuration not stated)	-2	i	i	-63	i	i	i	i	i	i	-5
O=C(CCc1ccccc1)Nc1ccccc1C(=O)N1CCOCC1	7	i	i	-1	i	i	i	i	i	i	-13
CCNc1nc(NC(C)C)nc(Nn2cnnc2)n1	0	i	i	0	i	i	i	i	i	i	-7
CC(C)CC(=O)Nc1ccc(Nc2ccccc2)cc1	-1	i	i	2	i	i	i	i	i	i	-8
CCOc1ccccc1N(C)S(=O)(=O)c1ccc2c(c1)N(C(C)=O)CCO2	6	i	i	-48	i	i	i	i	i	i	-9
Cc1cc(NC(=O)CN2C(=O)CCSc3ccccc32)no1	-4	i	i	1	i	i	i	i	i	i	-4
O=C(O)CSCC(=O)Nc1ccc(C(F)(F)F)cc1	-3	i	i	0	i	i	i	i	i	i	-3
CN(C)C(=O)N1CCCC(C(=O)NCc2ccc(F)cc2Cl)C1 (configuration not stated)	16	i	i	-6	i	i	i	i	i	i	-6
Cc1cc2c(cc1S(=O)(=O)N1CCCCC1)OCC(=O)N2	-3	i	i	0	i	i	i	i	i	i	-8
COCCN1Cc2cccc(C(=O)NC(C)c3cccs3)c2C1=O (configuration not stated)	-5	i	i	x	i	i	i	i	i	i	-6
Cn1ccnc1SCC(=O)Nc1ccccc1	0	i	i	-4	i	i	i	i	i	i	-2
Cc1ccc(C(=O)c2ncc[nH]2)cc1	0	i	i	0	i	i	i	i	i	i	-1
Cc1ccc(NC(=O)C(=O)NCC2CCN(C(=O)c3cccc([N+](=O)[O-])c3)CC2)cc1	0	i	i	-4	i	i	i	i	i	i	-3
CCN1CCN(S(=O)(=O)Cc2ccccc2)CC1	8	i	i	-6	i	i	i	i	i	i	-4
CCOC(=O)C1CCN(C(=O)CCNS(=O)(=O)c2ccc3c(c2)CCN3C(=O)CC)CC1	4	i	i	-2	i	i	i	i	i	i	-4
CCC(C)NC(=O)CNC(=O)c1nn(-c2ccc(OC)cc2OC)c(=O)c2ccccc12 (configuration not stated)	-2	i	i	2	i	i	i	i	i	i	-3
CCOC(=O)c1nn(-c2ccccc2C)c(=O)cc1OCC(=O)Nc1cccc(OC)c1	44	i	i	x	i	i	i	i	i	i	-3
COc1ccc(-c2ccc3oc(-c4ccc(OC)cc4)c(-c4ccc(OC)cc4)c3c2)cc1	-5	i	i	-5	i	i	i	i	i	i	-2
COc1ccc(NC(=O)CC2Oc3ccccc3NC2=O)c(OC)c1 (configuration not stated)	-3	i	i	-3	i	i	i	i	i	i	-11
Cc1ccc(S(=O)(=O)NCCc2ccc(S(N)(=O)=O)cc2)cc1	-8	i	i	-7	i	i	i	i	i	i	-6
COc1cc2c(cc1OC)-c1c(OC)c(OC)cc3ccnc(c13)C2=O	12	i	i	4	i	i	i	i	i	i	-7
O=C(NC(=S)N1CCN(c2ccccn2)CC1)c1ccccc1	-6	i	i	-2	i	i	i	i	i	i	-7
CCCc1cc(=O)[nH]c(SCC(=O)N2CCN(c3ccccc3)CC2)n1	1	i	i	-4	i	i	i	i	i	i	-9
COC(=O)CCC(NS(=O)(=O)OCC(Cl)(Cl)Cl)c1ccccc1 (configuration not stated)	-3	i	i	8	i	i	i	i	i	i	-8
O=C(O)C1C2C=CC3(CN(C/C=C/c4ccccc4)C(=O)C13)O2 (configuration not stated)	5	i	i	-7	i	i	i	i	i	i	-4
Cc1cc(C)n(CC(=O)N/N=C/c2ccccn2)n1	-2	i	i	0	i	i	i	i	i	i	-5
COc1cccc(NC(=O)CN(C)C(=O)c2ccccc2OCC(=O)Nc2cccc(C(F)(F)F)c2)c1	6	i	i	6	i	i	i	i	i	i	-9
Cc1ccc(CNC(=O)C2CCN(S(=O)(=O)c3ccc4c(c3)CC(C)N4C(=O)C3CC3)CC2)cc1 (configuration not stated)	8	i	i	-5	i	i	i	i	i	i	-8
CCN(CC)c1ccc(C2NC(=O)NC(C)=C2C(=O)Nc2ccccc2)cc1 (configuration not stated)	-6	i	i	1	i	i	i	i	i	i	-5
CCOc1cc(C(=S)N2CCCCC2)ccc1OS(=O)(=O)c1ccc(Br)cc1	10	i	i	3	i	i	i	i	i	i	-11
